IL1B secr inh – inflammasome signaling inhibition, IL-1 beta readout. AID 743279. 4.7% of 360,000 active. activity change, % at 57.5 µM. THP-1 LPS/ATP IL-1B secretion, AlphaLISA, 16 h; stronger effect = lower value; in the data active = activity change below about -50%; inconclusive = mostly about -30% to -49%; note: % is set by controls: 0 for no effect and ±100 for the full control effect
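THP-1 cells pretreated 1 hr with compounds (up to 57.5 uM final), then stimulated with LPS (250 ng/mL final) plus ATP (1.25 mM final); secreted IL-1B measured by AlphaLISA after 16 hr, decreased signal indicating inhibition.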
KB-V1 cytotox – kills drug-selected multidrug resistant KB-V1 cells | KB-V1 MDR cells viability, CellTiter-Glo, 72 h | Potency, µM (doses to about 46.1 µM), inactives show at the highest dose activity change, negative = cytotoxicity, actives largely listed as cytotoxic | 3.4% of 400,000 active | AID 1347076; note: potency is the fitted concentration of half-maximal effect; % is set by controls: 0 for no effect and ±100 for the full control effect; nearly all actives have a fitted effect of over 60% in size
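Following 72 h at 37 degrees C with compound, KB-V1 cell viability was read by CellTiter-Glo luminescence, medium being phenol-red-free DMEM plus 10% FBS; concentration-response parameters came from normalized, curve-fitted qHTS data.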
HT1080 IDH1KD tx – kills HT-1080 cells with IDH1 knockdown | HT-1080 IDH1 knockdown viability, ATP luminescence, 48 h | Potency, µM (highest dose often 46.1 µM), for inactives: at the highest dose activity, negative = toxicity, usual class: cytotoxic | 2% of 360,000 active | AID 686971;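 note: potency is the fitted concentration of half-maximal effect; 0% = DMSO wells and -100% = cell-free medium wells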
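In this qHTS, HT-1080 cells depleted of IDH1 are exposed for 48 h at 37 °C to compound titrations. Toxicity is scored from CellTiter-Glo luminescence, with DMSO as full viability and medium alone as none.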
SW480 rereplic – inducers of DNA re-replication in SW480 colon cancer cells; SW480 DNA re-replication, Hoechst DNA content imaging, 48 h; Potency, µM (titrated, usually from 46.1 µM), for inactives: at the top dose re-replication activation, actives largely listed as activators; 1.8% of 340,000 active; AID 624297; note: potency is the fitted concentration of half-maximal effect; % of control where 0% means no effect; nearly all actives have a fitted effect of over 55% in size
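DNA re-replication was detected as more nuclei of elevated Hoechst intensity after 48 hr exposure to compound (23 nL pinned per well of 250 cells).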
ATXN2 expr inh – reduces ATXN2 reporter expression in HEK-293 cells. HEK-293 ATXN2-luciferase reporter, luminescence, 24 h. 0.72% of 360,000 active. AID 1745845. Potency, µM (series often up to 57 µM), for inactives: top-dose activity change, negative = inhibition, usual class: inhibitors; note: potency is the fitted concentration of half-maximal effect; % is set by controls: 0 for no effect and ±100 for the full control effect; nearly all actives have a fitted effect of over 55% in size
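ATXN2-luciferase reporter cells (luciferase flanked by upstream and downstream ATXN2 gene portions) were treated 24 h at 37 °C with compounds at up to 57 uM. SteadyGlo luminescence gave expression; GF-AFC fluorescence gave viability.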
ATXN viability – viability counter-screen for ATXN expression inhibitors; Potency, µM (titrated, usually from 56.7 µM), most hits filed as cytotoxic; AID 651635; 0.49% of 400,000 active; S2 cells (HEK-293 line with an ATXN2-luciferase reporter) viability, CellTiter-Fluor protease fluorescence, 24 h; note: potency is the fitted concentration of half-maximal effect; nearly all actives have a fitted effect of over 40% in size
HT1080-NT tox – kills 2HG-producing HT-1080-NT fibrosarcoma cells; HT-1080-NT fibrosarcoma viability, CellTiter-Glo ATP luminescence, 48 h; 1.6% of 360,000 active; Potency, µM (series often up to 46.1 µM), inactives show at the top dose activity, negative = less viability, usual class: cytotoxic;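 note: NT is the 2HG producing partner of a matched IDH1 knockdown line; potency is the fitted concentration of half-maximal effect; 0% = DMSO-treated cells and -100% = media-only wells without cells; nearly all actives have a fitted effect of over 55% in size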
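Read-out is CellTiter-Glo luminescence after 10 minutes at room temperature, following 48 hours' compound treatment of HT-1080-NT cells (750 cells/well, RPMI, 5% FBS, 37 degrees C).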
KB-3-1 tox – kills parental KB-3-1 adenocarcinoma cells | KB-3-1 viability, CellTiter-Glo ATP luminescence, 72 h | Potency, µM (top dose mostly 46.1 µM), for the others: at the highest dose activity change, negative = cytotoxic, most hits filed as cytotoxic | 1.4% of 400,000 active | AID 1347075; note: potency is the fitted concentration of half-maximal effect; % is set by controls: 0 for no effect and ±100 for the full control effect; nearly all actives have a fitted effect of over 60% in size
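72 h, 37 °C compound treatment of KB-3-1 parental cells; CellTiter-Glo added, 10 min, luminescence read. Data corrected against DMSO-only plates and normalized before curve fitting.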
MCF10A rerep – DNA re-replication induction in MCF 10a cells; MCF 10A DNA re-replication, Hoechst nuclear intensity, 48 h; Potency, µM (highest dose often 46.1 µM), inactives show top-dose activity, positive = re-replication, actives largely listed as activators; 2.9% of 350,000 active; AID 624296; note: potency is the fitted concentration of half-maximal effect; % of control where 0% means no effect; nearly all actives have a fitted effect of over 50% in size
Starred values were filed as active, the others as inactive; i = inactive; ? = inconclusive; / = no result given; [ ] = dose if it differs, or a comment. Unless noted, calls come from the whole dose curve; as a rule, active = well fitted curve in the direction sought with a large enough effect; inconclusive = small, poorly fitted or top-dose-only effect, or another doubt; inactive = no such curve, though single readings can be large; an effect the other way counts as inactive or inconclusive.

structure	IL1B secr inh	KB-V1 cytotox	HT1080 IDH1KD tx	SW480 rereplic	ATXN2 expr inh	ATXN viability	HT1080-NT tox	KB-3-1 tox	MCF10A rerep
OCCCN1CCN(CCCOc2ccccc2-c2ccccc2)CC1	?	?	-2%	8%	-15%	i	0%	6%	11%
O=S(=O)(Nc1cc(C(F)(F)F)ccc1N1CCOCC1)c1ccccc1	5	1%	15%	-39%[inhibitor]	/	i	-2%	0%	1%
c1ccc(OCc2nnnn2-c2ccccc2)cc1	-21	0%	-1%	-3%	-3%	i	0%	-10%	-6%
O=C(NC1CCc2ccccc21)c1cc(COc2ccc(F)cc2Cl)on1 (stereo not drawn)	7	0%	6%	-5%	/	i	12%	5%	2%
O=C(c1ccc(F)cc1)N(Cc1ccccc1)C1CCS(=O)(=O)C1 (stereo not drawn)	23	-8%	1%	9%	-3%	i	-4%	1%	10%
O=C1CCCC2=C1C(c1ccco1)Nc1ccc3ccccc3c12 (stereo not drawn)	-13	21µM*	?	-34%[inhibitor]	19%	i	-10%	-5%	0%
CC1(C(=O)Nc2cccc3cccnc23)CCN1Cc1csc2ccccc12 (stereo not drawn)	0	-9%	0%	/	0%	20µM*	-38%	?	/
Cc1noc(C)c1C(=O)Nc1ccc(-c2nnc3n2CCCCC3)cc1	-5	-3%	-1%	-7%	-8%	i	14%	-1%	1%
O=C(CN1CCN(c2ccccc2)CC1)NC(=O)NCc1ccccc1	35	-9%	-9%	-39%[inhibitor]	2%	i	2%[9.24 µM]	-3%	18%
COC(=O)c1ccc(C2C(C#N)=C(N)Oc3cc(C)n(C)c(=O)c32)cc1 (stereo not drawn)	1	10%	-3%	0%	-7%	i	-4%	8%	0%
CCc1ccccc1N1CC(C(=O)N2Cc3ccccc3CC2C(N)=O)CC1=O (stereo not drawn)	-18	1%	15%	-6%	3%	?	5%	-5%	-2%
COc1ccc(-c2cc(C(=O)Nc3ccccc3)on2)cc1	0	?	4%	-30%[inhibitor]	16%	i	8%	1%	-1%
CCOC(=O)C1CCCCN1C(=O)c1oc2c(Cl)cc(C)cc2c1C (stereo not drawn)	i	?	-8%	5%	-5%	i	-1%	2%	-2%
Clc1cc(Sc2ccc(Br)cc2)nnc1-c1ccccc1	-19	-32%	-18%	0%	-32%	i	-14%	-5%	?
Cc1cc2nc(-c3ccccc3O)[nH]c2cc1C	32	3%	-11%	?	7%	i	-11%	-13%	?
O=C(CN1C(=O)NC(Cc2c[nH]c3ccccc23)C1=O)Nc1ccccc1Br (stereo not drawn)	-12	?	8%	4%	/	i	-5%	5%	18%
O=C(NC(Cc1ccccc1)c1ccc2c(c1)OCCCO2)c1ccc(F)cc1 (stereo not drawn)	-4	-17%	?	3%	11%	i	-29%	-7%	-5%
CC(C)(C)NC(=S)NCCc1ccccc1	8	-14%	7%	-2%	54%[activator]	i	2%	-11%	15%
CCOC(=O)/C=c1\s/c(=C(\C#N)C(=O)NC)n(-c2ccccc2)c1=O	-15	-3%	0%	?	3%	i	-4%	-3%	22%
O=C(CSc1nnc(-c2ccco2)n1Cc1ccccc1)c1ccc(F)cc1	0	9.2µM*	16%	3%	29%	i	-1%	-2%	9%
CCOc1cc(-c2c(C#N)c(N)nc3c2CCc2ccccc2-3)ccc1O	-17	23µM*	?	?	43%[activator]	?	-28%	?	?
CCCN(C(=O)c1ccc(S(=O)(=O)N2CCCC2)cc1)C1CCS(=O)(=O)C1 (stereo not drawn)	-3	-28%	-10%	12%	-11%	i	-3%	-5%	5%
COc1ccc(OCc2nnc(SCC(=O)N3c4ccccc4Sc4ccc(Cl)cc43)o2)cc1	-16	-3%	-13%	1%	-7%	i	1%	-1%	-126%[0.0737 µM]
COc1cccc(CC(NC(C)=O)C(=O)NC2CCN(S(=O)(=O)c3ccc4ccccc4c3)CC2)c1 (stereo not drawn)	-1	0%	?	-8%	-3%	i	-10%	18%	?
CC(C)[C@H](COC=O)NC(=O)[C@H]1O[C@@H](n2ccc(N)nc2=O)[C@H](O)[C@@H]1O	-2	?	20%	/	14%	i	27%	0%	/
CCOC(=O)c1c(O)cc(C)[nH]c1=O	14	-5%	-1%	-15%	/	/	-2%	2%	0%
COc1ccc(C(=O)N(C)C2(C)CCS(=O)(=O)C2)cc1OC (stereo not drawn)	15	6%	15%	-486%[inhibitor]	-15%	i	11%	-2%	-1%
CC1Cc2ccccc2N1C(=O)CCn1cccn1 (stereo not drawn)	15	-9%	2%	17%	/	i	5%	2%	-3%
O=C(Nc1c(F)cc(F)cc1Br)c1cc(-c2ccccc2)on1	-8	-1%	5%	-8%	/	i	13%	3%	15%
Cc1oc(-c2ccc(Cl)cc2)nc1CS(=O)CC(=O)NCc1cccs1 (stereo not drawn)	21	-7%	-1%	2%	-14%	i	-1%	-2%	-2%
C(=C\c1nc(-c2ccncc2)no1)/c1ccccc1	-22	3%	-6%	-8%	24%	i	0%	0%	?
O=C1ON=C(c2ccccc2)/C1=C/c1ccc(O)cc1	-99*	5%	10%	21%	/	?	10%	2%	21%
CC(C)CN1CCNC(=O)C1CC(=O)NCc1cnn(-c2cccc(F)c2)c1 (stereo not drawn)	-1	?	5%	0%	5%	i	21%	9%	-4%
NS(=O)(=O)c1ccc(CCNC(=O)COC(=O)c2cc([N+](=O)[O-])ccc2N2CCOCC2)cc1	12	19%	5%	-80%[inhibitor]	2%	i	16%	3%	21%
C=CCN(CC=C)S(=O)(=O)c1ccc(F)cc1	5	6%	1%	-1%	1%	i	-3%	6%	11%
C/C(=N\NC(=O)COc1ccccc1-c1ccccc1)c1cccnc1	19	?	-11%	0%	-1%	i	-13%	0%	13%
CCc1ccc(C2CC(=O)c3c([nH]c(C(=O)OC4CCC(C)CC4)c3C)C2)cc1 (stereo not drawn)	/	18%	/	/	-3%	i	/	-13%	/
CCCc1nnc(NC(=O)CCS(=O)(=O)c2ccccc2)s1	-58*	1%	-4%	0%	20%	i	-27%	7%	?
CC(C)c1ccc(NC(=O)CN2CCN(C(=O)C3CCCO3)CC2)cc1 (stereo not drawn)	3	0%	-2%	0%	-10%	i	-3%	3%	3%
COc1cccc(CN(C)C(=O)CNC(=O)c2cccs2)c1OC	4	?	11%	3%	5%	i	7%	-1%	-3%

Later entries.
Key to letters – A = IL1B secr inh; B = KB-V1 cytotox; C = HT1080 IDH1KD tx; D = SW480 rereplic; E = ATXN2 expr inh; F = ATXN viability; G = HT1080-NT tox; H = KB-3-1 tox; I = MCF10A rerep
O=C(COc1ccccc1)Nc1cccc(-c2ccc(N3CCOCC3)nn2)c1
  A: -14; B: ?; C: -1%; D: -1%; E: 31%[activator]; F: i; G: -10%; H: 0%; I: 0%

Oc1ccc2ccccc2c1CNc1ccccc1
  A: -29; B: ?; C: -17%; D: ?; E: 31%; F: i; G: 3%; H: -24%; I: ?

O=[N+]([O-])c1ccccc1/C=N/OCc1ccccc1
  A: 14; B: 10%; C: 6%; D: 21%; E: 46%[activator]; F: i; G: 10%; H: 10%; I: -2%

O=C(CNC(=O)C1COc2ccccc2O1)Nc1cc(Cl)ccc1Cl (stereo not drawn)
  A: 16; B: ?; C: 6%; D: -3%; E: 6%; F: i; G: 6%; H: 8%; I: 8%

Full records, quoted from the list.
Profile of O=C1CCCC2=C1C(c1ccco1)Nc1ccc3ccccc3c12 (stereo not drawn) → IL1B secr inh = -13; KB-V1 cytotox = 21µM*; HT1080 IDH1KD tx = ?; SW480 rereplic = -34%[inhibitor]; ATXN2 expr inh = 19%; ATXN viability = i; HT1080-NT tox = -10%; KB-3-1 tox = -5%; MCF10A rerep = 0%
Profile of CCc1ccc(C2CC(=O)c3c([nH]c(C(=O)OC4CCC(C)CC4)c3C)C2)cc1 (stereo not drawn) → IL1B secr inh = /; KB-V1 cytotox = 18%; HT1080 IDH1KD tx = /; SW480 rereplic = /; ATXN2 expr inh = -3%; ATXN viability = i; HT1080-NT tox = /; KB-3-1 tox = -13%; MCF10A rerep = /
Profile of Cc1noc(C)c1C(=O)Nc1ccc(-c2nnc3n2CCCCC3)cc1 → IL1B secr inh = -5; KB-V1 cytotox = -3%; HT1080 IDH1KD tx = -1%; SW480 rereplic = -7%; ATXN2 expr inh = -8%; ATXN viability = i; HT1080-NT tox = 14%; KB-3-1 tox = -1%; MCF10A rerep = 1%

Reformatted with values under each structure: two of the compounds above
The line under a structure holds: IL1B secr inh, KB-V1 cytotox, HT1080 IDH1KD tx, SW480 rereplic, ATXN2 expr inh, ATXN viability, HT1080-NT tox, KB-3-1 tox, MCF10A rerep
Oc1ccc2ccccc2c1CNc1ccccc1
 : -29, ?, -17%, ?, 31%, i, 3%, -24%, ?
O=[N+]([O-])c1ccccc1/C=N/OCc1ccccc1
 : 14, 10%, 6%, 21%, 46%[activator], i, 10%, 10%, -2%

Screening data from PubChem BioAssay.
